Screening data as filed in PubChem BioAssay.
Dynein cargo inh = blocks dynein driven cargo transport along microtubules. 3617.4 mouse cells, GR-EGFP nuclear translocation imaging; test concentration mostly 20 µM; stimulated with dexamethasone, 1 µM; active compounds read low. z-score, hits read low. actives 0.47% (n = 220,000). AID 1381;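 active = plate z-score of nuclear minus cytoplasmic receptor signal below a set negative limit, without overly bright fluorescence or cell loss, cut at about -3.5 in these data, passing the limit was not always enough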;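 also: z-score of nuclear minus cytoplasmic ring GR-EGFP intensity difference per well; some compounds called inactive have numbers as strong as hits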
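Buffer or medium: tet-free medium with charcoal-stripped serum / Also added: dexamethasone agonist, 1.0 µM final, for 30 min / Timing: induction 48 h, compound 1 h, agonist 30 min / Measured by: high-content fluorescence imaging after fixation / Read-out: nuclear-to-cytoplasmic GR-EGFP distribution per well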
P. falciparum M1AAP = malaria alanyl aminopeptidase activity blockers – biochemical, fluorogenic H-Leu-NHMec substrate, 1536-well (AID 1445). inhibition, % at 30 µM, or IC50 in µM where a hit was titrated. recombinant M1AAP, H-Leu-NHMec fluorogenic kinetic assay; higher % means a stronger effect. actives 0.42% (n = 220,000);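 active = primary inhibition above the hit cutoff, then over 50% inhibition at one or more dose response concentrations, cut at about 23% in these data, passing the limit was not always enough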;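 also: plate controls were DMSO full reaction for no effect and no enzyme background for full effect; strong numbers were not always called active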
MT stabilize HCS = microtubule stabilization, imaging screen | HeLa tubulin immunostaining HCS, 24 h; share of cells brighter than vehicle mean+2SD | AID 2205 | actives 0.83% (n = 200,000) | % tubulin-high responders, % at 10 µM;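 active = plate Z-score above 3 for both tubulin-high and condensed-nucleus cell shares, with cell loss under 80%, at 10 µM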;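 also: anti alpha tubulin signal scored within the nucleus-defined area of each cell; some results filed as inactive read as strong as hits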
Yfh1-off respiration = mitochondrial function rescue without frataxin homolog – Friedreich's ataxia, plus single-dose screen, dose response (AID 1465); fold induction at 50 µM, or EC50 in µM where a hit was titrated; actives 0.074% (n = 220,000); S. cerevisiae Yfh1-off respiration, WST-1 reduction, 72 h; higher fold induction means a stronger effect;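 active = fold induction of absorbance versus untreated yeast above a set limit, then at least 30% activation at any dose in follow-up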;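 also: activators that raise dye reduction in frataxin-depleted yeast; strong numbers were not always called active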
M17LAP inhibition = P. falciparum M17LAP inhibitors, primary screen, biochemical, fluorogenic H-Leu-NHMec substrate, 1536-well (AID 1619); recombinant M17LAP, H-Leu-NHMec fluorogenic kinetic assay; higher % means a stronger effect; inhibition, % at 30 µM, or IC50 in µM where a hit was titrated; actives 0.38% (n = 220,000);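 active = compound inhibiting the enzyme by more than half at any dose during confirmatory dose-response retesting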;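 also: plate controls were full reaction with DMSO carrier for no effect and no enzyme background for full effect; strong numbers were not always called active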
Autophagy HCS = alters autophagy in cells. actives 0.98% (n = 190,000). AID 463193. calls only at 10 µM (by protocol). MEF GFP-LC3 puncta imaging; test concentration mostly 10 µM;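 active = percentage of spot-positive cells more than 3 SD above its plate mean, without a fluorescence outlier flag or 80% toxicity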;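 also: spot-positive cell cutoff set from DMSO-treated cells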
CSM14.1 death rescue = rescue of cells from ER stress-induced death, primary screen, 384-well, CSM14.1, thapsigargin, ATP luminescence (AID 1222); CSM14.1 thapsigargin-induced death rescue, ATP luminescence; higher % means a stronger effect; one-dose cellular ATP content (survival), % at 20 µM; EC50 in µM for titrated hits; 190,000 tested, under 10 active;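 active = EC50 below 50 µM in the dose-response confirmation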;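 also: death triggered by thapsigargin at about 15 µM added after 2 h compound pretreatment; cell ATP read after overnight thapsigargin exposure of roughly 18 to 22 hours; normalized against plate controls of thapsigargin alone and 5% DMSO vehicle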
Insulin prom up = MIN6 insulin promoter up-regulation; MIN6 insulin promoter-GFP reporter, high-content imaging; active compounds read high; z-score at 5 µM; actives 0.3% (n = 190,000); AID 1625;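 active = z-score above 3 at 5 µM with at least 500 cells counted in the well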
Lipid droplet = modulators of hepatic lipid droplet formation; actives 0.4% (n = 240,000); AML12 mouse hepatocytes, oleate lipid droplets, BODIPY imaging; inhibition, % at 6.5 µM;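 active = lipid droplet intensity inhibited by at least 50%, with more than 500 cells counted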
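Test system: AML12 hepatocytes (mouse); reagent: oleate loading, 100 µM; dosing: one dose, 6.5 µM compound; incubation: overnight exposure; signal: fluorescence imaging, 20x objective, two fields per well; read-out basis: % inhibition of corrected integrated BODIPY droplet signal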
Dynein cargo inh cytoplasmic EGFP = further read-out of Dynein cargo inh, marked with its call; z-score; measured here: cytoplasmic GR-EGFP intensity; active compounds read high
Dynein cargo inh nuclear GR-EGFP = recorded beside Dynein cargo inh, whose call it bears; z-score; measured here: nuclear GR-EGFP intensity;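 lower value marks the stronger effect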
Dynein cargo inh cell count = second read-out of Dynein cargo inh, no call of its own (marks repeat the call); z-score; measured here: cell count per field
Insulin prom up cell count = recorded beside Insulin prom up, whose call it bears; cell count; measured here: cytotoxicity, nuclei count;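 total cells summed across four imaged fields per well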
Lipid droplet cells 6.5 µM = recorded beside Lipid droplet, whose call it bears; cell count; measured here: cell count, cytotoxicity flag;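 cells counted across two imaged fields per well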
MT stabilize HCS Hoechst-high % = recorded beside MT stabilize HCS, whose call it bears; % Hoechst-high responders; measured here: nuclear condensation Hoechst responders;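 share of cells brighter than vehicle mean plus two SD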
MT stabilize HCS cytotoxicity % = also measured in MT stabilize HCS; calls as there; toxicity, %; measured here: cytotoxicity by cell density;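 0% = mean cell density of plate MIN control wells and 100% = no cells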
Autophagy HCS cell loss 18 h = recorded beside Autophagy HCS, whose call it bears; toxicity, %; measured here: cell loss, nuclei count;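 cell loss after 18 h compound exposure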
* = called active by the depositor.

Results for CCOC(=O)N1CCN(C(=O)c2cn(CC)c3ccc(S(=O)(=O)N4CCC(C)CC4)cc3c2=O)CC1 ?
Dynein cargo inh: -0.61; P. falciparum M1AAP: 4%; MT stabilize HCS: 2.1; Yfh1-off respiration: inactive; M17LAP inhibition: 19%; Autophagy HCS: inactive; CSM14.1 death rescue: 0.0%; Insulin prom up: 0.1; Lipid droplet: -3; Dynein cargo inh cytoplasmic EGFP: -0.25; Dynein cargo inh nuclear GR-EGFP: -0.6; Dynein cargo inh cell count: 1.2; Insulin prom up cell count: 1204; Lipid droplet cells 6.5 µM: 690; MT stabilize HCS Hoechst-high %: 1.9; MT stabilize HCS cytotoxicity %: 2.7; Autophagy HCS cell loss 18 h: 17

How did Cn1c2c(c(=O)n(C)c1=O)C(CC(=O)Nc1ccccc1F)C(=O)N2 (centres undefined) do in these assays?
Dynein cargo inh: -0.16; P. falciparum M1AAP: 0%; Yfh1-off respiration: inactive; M17LAP inhibition: 1%; Insulin prom up: -0.5; Lipid droplet: 0; Dynein cargo inh cytoplasmic EGFP: -0.18; Dynein cargo inh nuclear GR-EGFP: 0.012; Dynein cargo inh cell count: -0.14; Insulin prom up cell count: 1179; Lipid droplet cells 6.5 µM: 767

Results for CCOC(=O)Cc1csc(NC(=S)NC(=O)c2ccc(C)cc2)n1 ?
Dynein cargo inh: -0.34; P. falciparum M1AAP: 10%; MT stabilize HCS: 2.5; Yfh1-off respiration: inactive; M17LAP inhibition: 1%; Autophagy HCS: inactive; CSM14.1 death rescue: -2.7%; Insulin prom up: 1.1; Lipid droplet: 14; Dynein cargo inh cytoplasmic EGFP: -0.23; Dynein cargo inh nuclear GR-EGFP: -0.27; Dynein cargo inh cell count: -0.35; Insulin prom up cell count: 1534; Lipid droplet cells 6.5 µM: 639; MT stabilize HCS Hoechst-high %: 3.7; MT stabilize HCS cytotoxicity %: 5.1; Autophagy HCS cell loss 18 h: -9

What do the screens show for `COc1ccc(CCNc2oc(-c3ccco3)nc2C#N)cc1`?
Dynein cargo inh: 0.19; P. falciparum M1AAP: 5%; MT stabilize HCS: 2.4; Yfh1-off respiration: inactive; M17LAP inhibition: 5%; Autophagy HCS: inactive; CSM14.1 death rescue: 0.5%; Insulin prom up: -0.53; Lipid droplet: -1; Dynein cargo inh cytoplasmic EGFP: -0.29; Dynein cargo inh nuclear GR-EGFP: -0.71; Dynein cargo inh cell count: 0.2; Insulin prom up cell count: 1075; Lipid droplet cells 6.5 µM: 789; MT stabilize HCS Hoechst-high %: 1.8; MT stabilize HCS cytotoxicity %: 4.3; Autophagy HCS cell loss 18 h: -5

What do the screens show for `COC(=O)N1CCN(c2ccc(C)c(C)c2)CC1`?
Dynein cargo inh: -0.011; P. falciparum M1AAP: 12%; MT stabilize HCS: 2.5; Yfh1-off respiration: inactive; M17LAP inhibition: 2%; Autophagy HCS: inactive; CSM14.1 death rescue: 3.4%; Insulin prom up: -0.04; Lipid droplet: -5; Dynein cargo inh cytoplasmic EGFP: -0.23; Dynein cargo inh nuclear GR-EGFP: -0.096; Dynein cargo inh cell count: 0.52; Insulin prom up cell count: 1009; Lipid droplet cells 6.5 µM: 682; MT stabilize HCS Hoechst-high %: 2.7; MT stabilize HCS cytotoxicity %: 8.2; Autophagy HCS cell loss 18 h: -6

Results for O=C(CSc1nc(O)cc(=O)n1-c1ccccc1)NC1CCCCC1 ?
Dynein cargo inh: -1.1; P. falciparum M1AAP: 5%; MT stabilize HCS: 2.0; Yfh1-off respiration: inactive; M17LAP inhibition: 57%; Autophagy HCS: inactive; CSM14.1 death rescue: -3.2%; Insulin prom up: 0.57; Lipid droplet: -4; Dynein cargo inh cytoplasmic EGFP: -0.051; Dynein cargo inh nuclear GR-EGFP: -0.42; Dynein cargo inh cell count: 0.21; Insulin prom up cell count: 767; Lipid droplet cells 6.5 µM: 749; MT stabilize HCS Hoechst-high %: 1.9; MT stabilize HCS cytotoxicity %: 8.9; Autophagy HCS cell loss 18 h: 1

What do the screens show for `CC(C)CNC(=O)C(=O)NCCCN1CCOCC1`?
Dynein cargo inh: 2.5; MT stabilize HCS: 2.1; Yfh1-off respiration: inactive; Autophagy HCS: inactive; CSM14.1 death rescue: 1.3%; Insulin prom up: 0.06; Lipid droplet: 7; Dynein cargo inh cytoplasmic EGFP: -0.14; Dynein cargo inh nuclear GR-EGFP: 2.4; Dynein cargo inh cell count: -1.6; Insulin prom up cell count: 1389; Lipid droplet cells 6.5 µM: 637; MT stabilize HCS Hoechst-high %: 2.2; MT stabilize HCS cytotoxicity %: 9.1; Autophagy HCS cell loss 18 h: -9

What do the screens show for `Nc1nc(CN2CCN(c3ccccc3F)CC2)nc(Nc2ccccc2)n1`?
Dynein cargo inh: 2.4; P. falciparum M1AAP: 5%; MT stabilize HCS: 2.5; Yfh1-off respiration: inactive; M17LAP inhibition: -5%; Autophagy HCS: inactive; CSM14.1 death rescue: -1.3%; Dynein cargo inh cytoplasmic EGFP: -0.13; Dynein cargo inh nuclear GR-EGFP: 1.1; Dynein cargo inh cell count: -1.8; MT stabilize HCS Hoechst-high %: 1.7; MT stabilize HCS cytotoxicity %: 4.4; Autophagy HCS cell loss 18 h: 0

How did COc1cccc(C(c2c(C)[nH]n(-c3ccccc3)c2=O)c2c(C)[nH]n(-c3ccccc3)c2=O)c1OC do in these assays?
Dynein cargo inh: -0.26; P. falciparum M1AAP: 10%; MT stabilize HCS: 2.2; Yfh1-off respiration: inactive; M17LAP inhibition: 14%; Autophagy HCS: inactive; CSM14.1 death rescue: -2.0%; Insulin prom up: 0.78; Lipid droplet: -2; Dynein cargo inh cytoplasmic EGFP: -0.19; Dynein cargo inh nuclear GR-EGFP: -0.18; Dynein cargo inh cell count: 0.16; Insulin prom up cell count: 1509; Lipid droplet cells 6.5 µM: 687; MT stabilize HCS Hoechst-high %: 2.4; MT stabilize HCS cytotoxicity %: 6.4; Autophagy HCS cell loss 18 h: -3

What do the screens show for `C/C(N)=C(/C#N)C(=O)CSc1nnc(-c2ccccc2Br)o1`?
Dynein cargo inh: 1; P. falciparum M1AAP: 0%; MT stabilize HCS: 0.8; Yfh1-off respiration: inactive; M17LAP inhibition: 1%; Autophagy HCS: inactive; CSM14.1 death rescue: 1.3%; Insulin prom up: 0.35; Lipid droplet: -9; Dynein cargo inh cytoplasmic EGFP: 0.24; Dynein cargo inh nuclear GR-EGFP: 1.5; Dynein cargo inh cell count: 0.18; Insulin prom up cell count: 950; Lipid droplet cells 6.5 µM: 789; MT stabilize HCS Hoechst-high %: 1.0; MT stabilize HCS cytotoxicity %: 3.5; Autophagy HCS cell loss 18 h: 35

What do the screens show for `CCCCCn1c(SCCC(C)C)nc2c1c(=O)[nH]c(=O)n2C`?
Dynein cargo inh: -1.1; P. falciparum M1AAP: 11%; MT stabilize HCS: 4.8; Yfh1-off respiration: inactive; M17LAP inhibition: -3%; Autophagy HCS: inactive; CSM14.1 death rescue: -1.5%; Insulin prom up: -0.34; Lipid droplet: 3; Dynein cargo inh cytoplasmic EGFP: -0.22; Dynein cargo inh nuclear GR-EGFP: -0.45; Dynein cargo inh cell count: 0.63; Insulin prom up cell count: 1878; Lipid droplet cells 6.5 µM: 625; MT stabilize HCS Hoechst-high %: 3.8; MT stabilize HCS cytotoxicity %: 6.4; Autophagy HCS cell loss 18 h: -7

How did Cc1cc(Cl)c(S(=O)(=O)Nc2ccon2)cc1OCC(=O)NC1CCCCC1 do in these assays?
Dynein cargo inh: -0.41; P. falciparum M1AAP: -3%; MT stabilize HCS: 2.4; Yfh1-off respiration: inactive; M17LAP inhibition: -6%; Autophagy HCS: inactive; CSM14.1 death rescue: -0.3%; Insulin prom up: 0.56; Lipid droplet: 8; Dynein cargo inh cytoplasmic EGFP: -0.23; Dynein cargo inh nuclear GR-EGFP: -0.14; Dynein cargo inh cell count: -0.23; Insulin prom up cell count: 1857; Lipid droplet cells 6.5 µM: 682; MT stabilize HCS Hoechst-high %: 1.9; MT stabilize HCS cytotoxicity %: 0.3; Autophagy HCS cell loss 18 h: -6

Results for COC(=O)C(Cc1ccc(OC(=O)c2ccc(Cl)cc2)cc1)N1Cc2ccccc2C1=O (centres undefined) ?
Dynein cargo inh: 1.5; P. falciparum M1AAP: 1%; MT stabilize HCS: 4.2; Yfh1-off respiration: inactive; M17LAP inhibition: -9%; Autophagy HCS: inactive; CSM14.1 death rescue: 3.9%; Dynein cargo inh cytoplasmic EGFP: -0.17; Dynein cargo inh nuclear GR-EGFP: -0.25; Dynein cargo inh cell count: -0.26; MT stabilize HCS Hoechst-high %: 2.4; MT stabilize HCS cytotoxicity %: 4.1; Autophagy HCS cell loss 18 h: 2

What do the screens show for `O=[N+]([O-])c1cccc(-c2nc(-c3ccncc3)no2)c1`?
Dynein cargo inh: -1; P. falciparum M1AAP: 5%; MT stabilize HCS: 3.3; M17LAP inhibition: -9%; Autophagy HCS: inactive; CSM14.1 death rescue: -1.4%; Insulin prom up: 0.17; Dynein cargo inh cytoplasmic EGFP: 0.17; Dynein cargo inh nuclear GR-EGFP: 0.24; Dynein cargo inh cell count: 0.53; Insulin prom up cell count: 1533; MT stabilize HCS Hoechst-high %: 1.3; MT stabilize HCS cytotoxicity %: 4.8; Autophagy HCS cell loss 18 h: 19

This is a random part of the collection (roughly 3.5% active in at least one column).
